# Bioassay records: PubChem BioAssay, National Center for Advancing Translational Sciences (NCATS)
# ATXN2 expr inh: inhibitors of ATXN2 expression. 360,000 tested, 0.72% active. HEK-293 ATXN2-luciferase reporter, luminescence, 24 h. Potency, µM (doses to about 57 µM), inactives show top-dose activity change, negative = inhibition, hits mostly inhibitors; note: potency is the fitted concentration of half-maximal effect; % is set by controls: 0 for no effect and ±100 for the full control effect; nearly all actives have a fitted effect of over 55% in size
#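 ATXN2-luciferase reporter cells (luciferase flanked by upstream and downstream ATXN2 gene portions) were treated 24 h at 37 °C with compounds at up to 57 uM. SteadyGlo luminescence gave expression; GF-AFC fluorescence gave viability.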
# IL1B secr inh: inflammasome signaling inhibition, IL-1 beta readout. THP-1 LPS/ATP IL-1B secretion, AlphaLISA, 16 h; active compounds read low. activity change, % at 57.5 µM. 360,000 tested, 4.7% active. AID 743279; in the data active = activity change below about -50%; inconclusive = mostly about -30% to -49%; note: % is set by controls: 0 for no effect and ±100 for the full control effect
#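 THP-1 cells pretreated 1 hr with compounds (up to 57.5 uM final), then stimulated with LPS (250 ng/mL final) plus ATP (1.25 mM final); secreted IL-1B measured by AlphaLISA after 16 hr, decreased signal indicating inhibition.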
# Nrf2 activator: activators of Nrf2 (ARE) signaling. Potency, µM (titrated, usually from 46.1 µM), without a hit: at the top dose activation, most hits filed as activators. AREc32 ARE-luciferase reporter (MCF7-derived line), luminescence, 24 h. 410,000 tested, 0.31% active; note: potency is the fitted concentration of half-maximal effect; % of control where 0% means no effect; nearly all actives have a fitted effect of over 65% in size
#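 ARE activation measured as luciferase luminescence (Steady-Glo, 30 min RT) in AREc32_Fluc cells after 24 hr compound exposure at 37 deg C, 5% CO2; cells seeded overnight at 1000/well in OPTI-MEM, 5% FBS.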
# TGFb SMAD3 inh: inhibitors of TGF-b signaling; HepG2 CAGA-GFP TGF-b/SMAD3 reporter, GFP fluorescence, 18 h; TGF-beta stimulated, 500 pg/mL final; Potency, µM (series often up to 46.1 µM), without a hit: at the highest dose activity, negative = inhibition, actives largely listed as inhibitors; 410,000 tested, 1.2% active; AID 588855; note: potency is the fitted concentration of half-maximal effect; % is set by controls: 0 for no effect and ±100 for the full control effect; nearly all actives have a fitted effect of over 65% in size
#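 Per well, imaged GFP fluorescence of HEPG2 CAGA-GFP cells gives the signal; cells get compound, then TGF-beta (500 pg/mL final), 18 h at 37 degrees C; %Activity versus -TGF-beta and +DMSO controls.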
# A549 tox: counter-screen for Nrf2 inhibitors: cytotoxicity in A549 cells; A549 ARE-Fluc cells, CellTiter-Fluor viability, 18-24 h; Potency, µM (series often up to 46 µM), for the others: at the top dose activity change, negative = cytotoxicity, actives largely listed as inhibitors; 390,000 tested, 0.16% active; AID 504648; note: potency is the fitted concentration of half-maximal effect; % is set by controls: 0 for no effect and ±100 for the full control effect
#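 A549 ARE-Fluc cells in 5% FBS OPTI-MEM, 5000 cells/well, rested 2 h then exposed to compounds in concentration-response for 18-24 h at 37 °C. Viability by CellTiter-Fluor fluorescence (Ex 405/Em 525) after 30 min; luciferase luminescence (BugLite, 15 min, RT) read afterwards.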
# MCF10A rereplic: DNA re-replication induction in MCF 10a cells | MCF 10A DNA re-replication, Hoechst nuclear intensity, 48 h | Potency, µM (top dose mostly 46.1 µM), for the others: top-dose activity, positive = re-replication, actives largely listed as activators | 350,000 tested, 2.9% active | AID 624296; note: potency is the fitted concentration of half-maximal effect; % of control where 0% means no effect; nearly all actives have a fitted effect of over 50% in size
# HepG2 tox: kills HepG2 cells in TGF-b inhibitor counter-screen. AID 588856. 410,000 tested, 0.76% active. HepG2 CAGA-GFP viability, ATP luminescence, 18 h. Potency, µM (highest dose often 46.1 µM), for inactives: at the highest dose activity change, negative = cytotoxicity, actives largely listed as cytotoxic; note: potency is the fitted concentration of half-maximal effect; some results filed as inactive show a strong effect at the top dose
#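 CellTiter-Glo luminescence gave cytotoxicity after 18 hours at 37 degrees C. The cells were HepG2 CAGA-GFP in 1% FBS DMEM, stimulated with 500 pg/mL TGF-beta after compound addition. %Activity was normalised to no-cell wells (complete cell-killing) and DMSO (no toxicity), and curves were fitted and classified.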
# ATXN viability: viability counter-screen for ATXN expression inhibitors | S2 cells (HEK-293 line with an ATXN2-luciferase reporter) viability, CellTiter-Fluor protease fluorescence, 24 h | Potency, µM (titrated, usually from 56.7 µM), most hits filed as cytotoxic | 400,000 tested, 0.49% active; note: potency is the fitted concentration of half-maximal effect; nearly all actives have a fitted effect of over 40% in size
# Nrf2 inh: inhibitors of Nrf2 signaling | A549 ARE-Fluc reporter, luciferase luminescence, 18-24 h | Potency, µM (series often up to 46 µM), for inactives: at the top dose activity change, negative = inhibition, most hits filed as inhibitors | 360,000 tested, 2.1% active | AID 504444; note: potency is the fitted concentration of half-maximal effect; % is set by controls: 0 for no effect and ±100 for the full control effect; nearly all actives have a fitted effect of over 60% in size
#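 Reporter: ARE-Fluc in A549. Exposure: 18-24 h, 37 °C, 5% CO2, 5% FBS OPTI-MEM. Readouts: fluorescent cytotoxicity (CellTiter-Fluor), then luminescent Nrf2 signal after BugLite.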
# * = called active by the depositor; i = inactive; ? = inconclusive; · = no result given; [ ] = another dose, or the depositor's remark. Unless noted, calls come from the whole dose curve; as a rule, active = well fitted curve in the direction sought with a large enough effect; inconclusive = small, poorly fitted or top-dose-only effect, or another doubt; inactive = no such curve, though single readings can be large; an effect the other way counts as inactive or inconclusive. Outcome played no part in choosing rows. About 8.8% of those tested had a hit in this group.
SMILES,ATXN2 expr inh,IL1B secr inh,Nrf2 activator,TGFb SMAD3 inh,A549 tox,MCF10A rereplic,HepG2 tox,ATXN viability,Nrf2 inh
Cc1ccc(-c2nn(C)c(=O)c3ccccc23)cc1CNS(C)(=O)=O,13%,-8,7.1%,43%[activator],11%,?,-1%,i,-4%
CC(C)Oc1ccc(C(=O)CCN2CCCCC2)cc1,?,-30,?,-18%,14%,23µM*,-33%,i,-31%
Cc1ccccc1P(=O)(CO)c1ccccc1C,-4%,22,-0.3%,-4%,-9%,-8%,47%,i,-7%
Cc1ccc(N2CC(C(=O)Nc3ccncc3)CC2=O)cc1 (stereo not given),-1%,-1,-0.8%,7%,5%,-3%,2%,?,-8%
Cc1cc(=O)oc2c1c(C)nn2-c1cccc(Cl)c1,?,?,5.7%,-12%,5%,?,-5%,i,18%
CC(=O)Nc1c([N+](=O)[O-])cc2[nH]c(=O)[nH]c2c1[N+](=O)[O-],-13%,?,16%,8%,1%,?,-4%,i,-23%
COc1ccc(-c2nn(-c3ccccc3)cc2CNC[C@H]2O[C@@H](n3cnc4c(=O)[nH]c(N)nc43)[C@H](O)[C@@H]2O)cc1,11%,18,-0.7%,?,·,·,11%,i,·
CCN(CC)S(=O)(=O)c1cccc(-c2nnc(SCC(=O)c3cc(C)n(C4CC4)c3C)o2)c1,-5%,6,-0.9%,-4%,-2%,?,3%,i,?
CN(C1CCCCC1)S(=O)(=O)c1ccc2c(c1)c(=O)c(C(=O)NCCc1ccc(Cl)cc1)cn2C,1%,·,-0.8%,-8%,0%,·,-2%,i,14%
CCOC(=O)N1CCC(NC(=O)C(NS(=O)(=O)c2cccc3nsnc23)c2ccccc2)CC1 (stereo not given),-14%,0,0.3%,-6%,-5%,-8%,-31%,?,-6%
Cc1ccc(C)n1-c1ccc(N(C)C)cc1,-4%,?,16%,0%,-21%,?,-4%,i,3%
CN1OC[C@@H]2CN(C(=O)CCc3ccccc3)[C@H](c3cccc(-c4ccc(C#N)cc4)c3)C[C@@H]21,-17%,?,5.1%,-12%,12%,-13%,-22%,i,-16%
CCC(C(=O)N1CCN(c2ccccc2OC)CC1)c1ccccc1 (stereo not given),-9%,0,0.1%[9.22 µM],-5%,1%,?,-1%,i,-15%
CCC(=O)N1CCC1(C)C(=O)Nc1ccc2nc(C)ccc2c1 (stereo not given),0%,-7,-0.4%,-4%,·,·,-5%,i,·
COc1cc(C(=O)Oc2cccc(/C=N/NC(=O)c3cc(C)[nH]n3)c2)cc(OC)c1OC,8%,-21,4.1%,11%,0%,3%,-2%,i,-1%
O=C(O)c1cccc(C(=O)c2cccc(C(=O)O)c2)c1,-3%,18,4.1%,28%,-8%,-2%,11%,?,0%
O=C(CC1C(=O)NCCN1CC1CCCCC1)NCc1ccc(F)cc1F (stereo not given),-16%,-66*,0.7%,-6%,-3%,8%,5%,i,2%
CC(=O)Nc1nnc(CSCc2ccc(F)cc2)s1,·,-5,2.0%,-1%,1%,4%,-17%,i,12%
CCCCCCn1c(O)c(/C=C2\C=NN=C2c2ccccc2)sc1=S,-29%,-87*,-0.3%,?,-17%,?,-37%,?,-10%
Cc1cccn2c(=O)c(C(=O)NCCc3ccc(Cl)cc3)cnc12,21%,·,2.5%,-7%,12%,·,-18%,i,·
Cc1ccc(CCNC(=O)C2CCCN(S(=O)(=O)c3cnc[nH]3)C2)cc1 (stereo not given),2%,25,-0.8%,1%,-1%,-3%,10%,i,-9%
O=C(NNC(=O)c1ccc[nH]1)c1cccc(C(F)(F)F)c1,4%,-24,?,-10%,0%,?,-8%,i,-3%
C=C(C)C(=O)O[C@H]1C/C(C)=C\C(=O)/C=C(\C)[C@H](O)[C@@H]2OC(=O)C(=C)[C@@H]21,?,?,?,3.5µM*,-22%,?,-103%,?,13%
COc1ccc2c3c(c(=O)oc2c1OCC(=O)C(C)(C)C)CCCC3,3%,?,0.4%,-15%,-18%,?,-7%,i,-26%
Cn1c(SCc2ccccc2Cl)nc(C(F)(F)F)cc1=O,?,-1,0.3%,-28%,-1%,?,-1%,i,-5%
CCOc1ccc(S(=O)(=O)NCc2cccn2Cc2cccc(C)c2)cc1,-8%,·,4.4%,?,-4%,·,-41%,i,·
CCCc1[nH]c(=O)c(C#N)c2c1CCCC2,-9%,18,-0.4%,17%,1%,0%,-1%,i,·
CN1CCN(C(=O)C2CCN(S(=O)(=O)c3cnc[nH]3)CC2)CC1,6%,13,0.4%,4%,-6%,-2%,-6%,i,-2%
C/C(=C\C(=O)Nc1cscc1C)C(=O)O,41%[activator],12,8.0%,?,1%,-1%,-23%,i,-5%
CCc1ccc(Nc2ncnc3c2cnn3-c2cc(Cl)ccc2C)cc1,12%,·,1.2%,14%,-3%,·,-23%,i,·
CCN1CCN(c2ccc(S(=O)(=O)N3CCCCC3)cc2NC(=O)/C=C/c2cccc(OC)c2OC)CC1,-5%,i,10%,?,-2%,?,-23%,?,9%
C=CCN(CC=C)C(=O)C1c2ccccc2Oc2ccccc21,·,0,0.2%,-2%,·,·,-48%,i,·
O=S(=O)(c1ccc(F)cc1)N1CCN(Cc2nnc(-c3ccccc3)o2)CC1,·,4,2.9%,-8%,-4%,30%,-2%,i,-21%
Cc1nccn1CCC(=O)Nc1ccc(Cl)cc1,9%,-23,0.1%,2%,-13%,3%,8%,i,29%
O=C(N/C(=C\c1ccco1)C(=O)N1CCCC1CO)c1ccccc1 (stereo not given),-13%,-4,-0.2%,-9%,2%,7%,-11%,i,6%
O=C1c2ccccc2C(=O)N1c1n[nH]c(CCc2ccccc2)n1,0%,-2,0.0%,-9%,-2%,-1%,-1%,i,-15%
Cc1cccc2c1CC(C)(C)N=C2C1=C(O)CC(C)(C)CC1=O,4%,19,-0.8%,?,-12%,-2%,10%,i,14%
Cc1nc2sc3c(c2c(=N)n1N)CCCC3,-16%,-1,1.7%,0%,2%,-2%,0%,i,20%
CCc1ccccc1NC(=S)N1CCC(NC(=O)c2ccc(OC)cc2)CC1,1%,9,0.3%,3%,-10%,1%,9%,?,-1%
COc1ccc(C(=O)NCc2nnc(SCC(=O)N3CCOCC3)o2)cc1,·,-1,-0.8%,12%,6%,-3%,0%,?,9%
CN(C)c1ccc(NC(=O)CSc2nnc(-c3cnccn3)n2C)cc1,3%,9,-0.2%,0%,-4%,1%,-5%,i,-17%
O=Cc1cccc(Oc2ccc([N+](=O)[O-])cc2[N+](=O)[O-])c1,-9%,62,3.7%,-15%,-5%,?,-24%,?,-6%
Cc1ccc2c(c1)C(c1ccccc1)N(C(=O)c1ccccc1)CC(=O)N2 (stereo not given),-12%,-5,-0.3%,0%,-5%,?,-7%,i,-8%
CC(=N\NC(=O)c1cc(Br)ccc1O)/C(=N/O)C(=O)Nc1ccccc1,5%,135,-0.9%,?,-26%,21%,-95%,i,?
O=C(CNC(=O)c1ccccc1F)NCc1cccnc1,17%,25,0.3%,0%,0%,1%,-4%,i,7%
C[n+]1cccc(C2C(C#N)=C(N)Oc3c2ccc2ccccc32)c1 (stereo not given),4%,41,3.3%,11%,1%,?,7%,i,27%
O=C1N=C(N2CCCC2)S/C1=C\C=C\c1ccccc1,·,3,0.4%,-6%,-8%,8%,-17%,i,?
COc1ccc(Br)cc1CN(C)CC(=O)Nc1c(Cl)cccc1Cl,-21%,?,1.7%,?,15%,?,-37%,i,-15%
COc1ccc2c(CNCCc3cccs3)c(C(=O)O)n(Cc3cccc(F)c3)c2c1,-14%,·,4.7%,?,-20%,·,-17%,·,20%
CCC(=O)C1=C(c2ccc(C)cc2)N(C(=O)CC)n2c(nnc2C2CCCCC2)S1,·,·,-0.9%,15%,5%,·,0%,·,·

# Records listed above printed as active in IL1B secr inh.
Compound | IL1B secr inh | TGFb SMAD3 inh
O=C(CC1C(=O)NCCN1CC1CCCCC1)NCc1ccc(F)cc1F (stereo not given) | -66* | -6%
CCCCCCn1c(O)c(/C=C2\C=NN=C2c2ccccc2)sc1=S | -87* | ?

# Going on with the list.
SMILES,ATXN2 expr inh,IL1B secr inh,Nrf2 activator,TGFb SMAD3 inh,A549 tox,MCF10A rereplic,HepG2 tox,ATXN viability,Nrf2 inh
Nc1nc(CSC(=S)N2CCN(c3ccccc3)CC2)nc(Nc2ccc(F)cc2)n1,-23%,-25,4.3%,-17%,-3%,2%,4%,i,21µM*
CC(=O)Oc1ccc(-c2cccc(C(=O)N3CCCCC3)c2)cc1,36%,4,2.4%,3%,-1%,-5%,-5%,i,16%
O=C(CCc1ccccn1)NC1CCCc2c1cnn2-c1ccc(F)cc1F (stereo not given),·,0,0.3%,?,-13%,-2%,-16%,i,-3%
Cc1ccc(NC(=O)COC(=O)c2ccc3c(c2)OCCO3)cc1,-4%,9,0.3%,2%,6%,-3%,-2%,i,18%
Cc1ccc(S(=O)(=O)N2CCN(Cc3ccc4c(c3)OCO4)CC2)cc1,-15%,·,1.4%,-22%,-11%,·,-32%,i,·
O=C(Nc1cccc2ccccc12)NC1Cc2ccccc2C1,0%,11,0.5%,-2%,-6%,2%,29%,i,1%
CCCC[C@@H]1Cc2[nH][nH]c(=O)c2[C@@H](c2ccc(Cl)cc2)O1,6%,3,-0.6%,·,·,·,·,?,·
